Lipid droplet: inhibitors of hepatocyte lipid droplet formation, primary screen, imaging, high-throughput imaging, BODIPY stain. 240,000 compounds, 0.4% hits. AML12 mouse hepatocytes, oleate lipid droplets. inhibition, % at 6.5 µM. AID 1656, 2009;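 active means lipid droplet intensity inhibited by at least 50%, with more than 500 cells counted; inconclusive means wells with under 300 cells, treated as cytotoxic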
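System: AML12 hepatocytes (mouse). Probe or stimulus: oleic acid at 100 µM to induce lipid droplet formation. Times: overnight treatment with compound plus oleate. Detection: Image-based BODIPY and DAPI two-channel analysis. Evaluation: percent inhibition of filter-corrected integrated lipid droplet intensity per well.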
WT yeast gro inh: growth inhibition of WT strain, primary screen, mitochondrial fusion inhibitor project, WT and mutant strains, chemical genetic. 190,000 compounds, 2.1% hits. AID 1362, 2008. mitochondrial fusion phenotypic screen. inhibition, % at 10 µM; in the data active means inhibition above about 58%; tested in S. cerevisiae
TNAP activators: human TNAP enzyme activators, primary screen, biochemical, luminescent, no phosphate acceptor, uHTS (AID 1001). Alkaline phosphatase, tissue-nonspecific isozyme (Homo sapiens). 200,000 compounds, 0.03% hits. activation fold at 20 µM, or EC50 in µM where a hit was titrated. purified TNAP, luminescent activation assay, no phosphate acceptor; higher activation fold means a stronger effect; in the data active means activation fold from about 3, or a potency from the dose series; inactive means the rest, 99 in 100 with activation fold below about 1.6; further: many of its hits are not listed in these tables
human PMI inhibition: inhibitors of human PMI, primary screen, biochemical, fluorescence intensity, coupled assay (AID 1209). Mannose-6-phosphate isomerase (Homo sapiens). purified PMI enzyme, coupled fluorescence intensity; higher % means a stronger effect. one-dose inhibition, % at 20 µM; IC50 in µM for titrated hits. 190,000 compounds, 0.42% hits;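 further: plate controls were DMSO vehicle for no effect and wells lacking substrate for full effect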
Myeloid diff MLP: induction of myeloid progenitor differentiation, primary screen, cell-based, flow cytometry, MLPCN library | ER-HoxA9 myeloid progenitors, lysozyme-GFP differentiation | calls only at 10 µM | 360,000 compounds, 1% hits;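 active means normalized GFP-positive differentiation at or above the plate's own cutoff, the solvent-only control mean plus 3 SD; inconclusive means no clear call, values can overlap the other calls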;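 further: cells exposed to compound for four days before flow analysis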
UTI89 phage lysis: inhibition of K1F phage lysis, E. coli UTI89, bacterial capsule biogenesis inhibitors, alamar blue (AID 488966). 340,000 compounds, 0.02% hits. E. coli UTI89 K1F phage lysis, alamar blue, 2 h; higher % means a stronger effect. inhibition, % at 100 µM; hits with a dose series show IC50 in µM;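 active means phage lysis inhibition, versus mean bacterial control, above a set limit; inconclusive means no clear call, values can overlap the other calls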;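 further: capsule biogenesis inhibitors block K1F phage lysis so surviving cells raise fluorescence; higher fluorescence means more inhibition of phage lysis; actives were called in the ten point dose series up to 300 µM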
ER stress rescue: rescue of cells from ER stress-induced death, primary screen, 384-well, CSM14.1, thapsigargin, ATP luminescence (AID 1222); CSM14.1 thapsigargin-induced death rescue, ATP luminescence; higher % means a stronger effect; cellular ATP content (survival), % at 20 µM, or EC50 in µM where a hit was titrated; 190,000 tested, under 10 active;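 active means EC50 below 50 µM in the dose-response confirmation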;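 further: death triggered by thapsigargin at about 15 µM added after 2 h compound pretreatment; cell ATP read after overnight thapsigargin exposure of roughly 18 to 22 hours; normalized against plate controls of thapsigargin alone and 5% DMSO vehicle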
P. falciparum M1AAP: P. falciparum M1AAP inhibitors, biochemical, fluorogenic H-Leu-NHMec substrate, 1536-well (AID 1445). Aminopeptidase N (Plasmodium falciparum (isolate 3D7)). recombinant M1AAP, H-Leu-NHMec fluorogenic kinetic assay; higher % means a stronger effect. inhibition, % at 30 µM; hits with a dose series show IC50 in µM. 220,000 compounds, 0.42% hits;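 active means primary inhibition above the hit cutoff, then over 50% inhibition at one or more dose response concentrations, cut at about 23% in these data, passing the limit was not always enough; inconclusive means conflicting primary data, or primary hits not chosen for dose response; inactive means low primary inhibition, or under 50% at every dose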;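 further: plate controls were DMSO full reaction for no effect and no enzyme background for full effect; strong numbers were not always called active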
PMI inhibition: human PMI inhibitors, high substrate, primary screen, biochemical, fluorescence intensity, high mannose 6-phosphate (AID 1220). recombinant PMI enzyme, coupled fluorescence intensity; higher % means a stronger effect. Mannose-6-phosphate isomerase (Homo sapiens). inhibition, % at 20 µM, or IC50 in µM where a hit was titrated. 190,000 compounds, 0.66% hits
WT yeast gro inh mutant strain: also measured in WT yeast gro inh; calls as there; inhibition, %; mitochondrial fusion phenotypic screen, mutant strain inhibition
Lipid droplet cells 6.5 µM: recorded beside Lipid droplet, whose call it bears; cell count; measured here: cell count, cytotoxicity flag;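 cells counted across two imaged fields per well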
Myeloid diff MLP GFP+ MAC1+ %: recorded beside Myeloid diff MLP, whose call it bears; GFP+ MAC1+ double positive, %; measured here: differentiation confirmed by MAC1 staining
Active calls of the source: *; i = inactive; ? = inconclusive; . = not tested or not shown; + = active, no number; [ ] = dose if it differs, or a comment. Unless noted, no stated cut-off is given here; in the data, active means inhibition above about 50%; inactive means the rest.

SMILES	Lipid droplet	Lipid droplet cells 6.5 µM	WT yeast gro inh	WT yeast gro inh mutant strain	TNAP activators	human PMI inhibition	Myeloid diff MLP	Myeloid diff MLP GFP+ MAC1+ %	UTI89 phage lysis	ER stress rescue	P. falciparum M1AAP	PMI inhibition
COC(=O)[C@@]1(Cc2ccc(OC)cc2)[C@H]2c3cc(C(=O)N4CCCC4)n(CCSCCO)c3C[C@H]2CN1C(=O)c1ccccc1	-6	750	-15	-9	1	13%	.	.	.	1.1%	10%	9%
Cc1cccc(NC(=O)CSc2nnc(-c3ccccc3C)o2)c1	-4	759	17	11	1.1	-7%	i	0.9	0.3%	-4.1%	-4%	-4%
CSc1ccc(-c2nc(CN(C)C3CCOC3)c(C)o2)cc1 (stereo unspecified)	-12	713	12	17	1.1	4%	i	0.4	0.1%	0.5%	-1%	-3%
COc1ccc(N2CCN(C(=N)/C(C(C)=O)=C(\C)O)CC2)cc1	.	.	-4	6	1.1	1%	i	0.9	0.3%	2.8%	5%	-6%
CSC(=NNC(=O)c1ccc(O)cc1)SC	1	743	-2	-6	1	1%	i	1.2	0.2%	4.7%	5%	-12%
CCN1C(=O)C(C)S/C1=N\S(=O)(=O)c1ccc(Cl)s1 (stereo unspecified)	.	.	11	4	1.1	3%	i	1.1	0.5%	0.2%	1%	0%
CC(C)NC(=O)C1(c2ccccc2)CCOCC1	.	.	-6	-11	1	10%	.	.	0.4%	-0.8%	1%	8%
Cc1cccc(C(=O)O/N=C(\N)c2cccc([N+](=O)[O-])c2)c1	.	.	-1	-18	1.1	4%	i	2.3	3.5%	1.8%	0%	2%
O=C(CCN1CCCCC1)c1ccccc1	6	787	-13	4	1.2	-14%	i	0.4	8.3%	4.2%	6%	-14%
O=C(O)/C=C/c1ccc(S(=O)(=O)NCc2ccco2)cc1	29	670	0	-1	1.1	-3%	i	0.2	-2.1%	-0.8%	18%	3%
Cc1ccc(C)c(N2CCN(S(=O)(=O)c3ccc4c(c3)oc(=O)n4C)CC2)c1	.	.	14	-36	1.1	10%	i	1.0	0.6%	-1.0%	1%	15%
Clc1ccc(-c2cc(C3CCNCC3)[nH]n2)cc1	4	665	-13	-5	0.6	2%	i	0.8	3.9%	-1.7%	-7%	5%
CC(=O)c1ccc(S(=O)(=O)N2CCN(C(=O)/C=C/c3ccc4ccccc4n3)CC2)cc1	1	721	.	.	.	.	i	2.0	0.0%	.	-1%	.
O=C(c1cc(-c2ccncc2)nc2ccc(Br)cc12)N1CCN(Cc2ccc3c(c2)OCO3)CC1	.	.	18	6	1	-1%	i	0.5	2.6%	-1.2%	11%	0%
c1ccc(N2CCN(Cc3nnnn3C3CCCCC3)CC2)cc1	.	.	-5	-3	1.1	7%	i	0.5	0.0%	-0.1%	4%	2%
Cc1ccccc1C1NC(=S)NC2=C1C(=O)CC(C)(C)C2 (stereo unspecified)	23	706	7	6	1.1	-5%	i	1.0	0.7%	.	1%	-4%
CC(C)CNC(=O)c1cccc(NC(=O)C(C)C)c1	7	748	3	3	1.1	33%	i	0.2	1.8%	-2.2%	3%	20%
Cc1ccc(NC(=O)NNC(=O)Cn2nc(-c3ccccc3)c(-c3ccccc3)c(C#N)c2=O)cc1	.	.	-8	12	1	17%	i	0.6	0.3%	-1.6%	11%	14%
CCc1cc(C(=O)NNC(=S)NCc2ccccc2)cs1	.	.	-3	3	2.9	-19%	i	6.9	7.6%	-1.2%	11%	-7%
COc1ccc2c(c1OC)C(=O)OC2CC(=O)c1ccc(N(C)C)cc1 (stereo unspecified)	.	.	3	-4	0.9	-12%	i	0.7	0.4%	1.2%	8%	-7%
Clc1ccc(-c2nn3c(C4COc5ccccc5O4)nnc3s2)cc1 (stereo unspecified)	.	.	9	8	1	36%	i	1.0	-0.2%	-2.3%	5%	10%
O=C(COC(=O)[C@H](Cc1ccccc1)NS(=O)(=O)c1ccccc1F)NC1CCCCC1	26	798	-20	-17	1.2	-1%	i	2.2	-0.4%	-1.5%	14%	-3%
Cc1nnc(SCC(=O)Nc2ccc(Br)cn2)[nH]c1=O	-6	589	-9	-7	1	11%	i	3.6	-0.2%	-2.8%	2%	8%
COc1ccc(C2c3sc(=O)[nH]c3SCC2C(N)=O)cc1 (stereo unspecified)	45	742	.	.	.	.	i	1.0	0.3%[50 µM]	.	6%	.
Cc1ccc(C(=O)NNC(=S)Nc2cccc3ccccc23)s1	.	.	22	30	.	9%	i	1.0	-0.7%	-2.2%	13%	41%
CCC(=O)Nc1cccc(NC(=S)NC(=O)c2ccccc2C)c1	-16	599	-6	-24	1.1	0%	i	0.3	0.2%	.	5%	-1%
CN(C)C(=O)CSc1nnc(-c2cccs2)n1-c1ccccc1	-7	733	.	.	.	.	i	0.5	0.2%	.	-2%	.
COc1ccc(C(=O)Cn2c(=O)c(CCC(=O)O)nn3c4ccccc4nc23)cc1OC	9	729	18	-8	1.1	2%	i	0.9	-0.7%	-1.8%	15%	1%
CC1CCCCN1C(=O)Cn1cc(C#N)c2ccccc21 (stereo unspecified)	-10	749	-9	-5	1.1	-6%	i	0.4	1.0%	0.7%	9%	-7%
O=C(Nc1cnn(Cc2ccc(Cl)cc2Cl)c1)c1noc2c1CCCC2	-1	783	37	3	1	0%	i	1.8	2.3%	0.1%	-8%	-2%
Cn1c(-c2ccc(F)cc2)cnc1NCc1cc2c(cc1[N+](=O)[O-])OCO2	32	714	-1	4	1	5%	i	0.4	1.6%[50 µM]	-2.3%	2%	16%
COc1cccc(NC(=S)NCCC(c2ccccc2)c2ccccc2)c1	.	.	76*	60*	2	1%	i	1.1	0.2%	0.8%	4%	2%
CCN(CC)CCn1c(=S)[nH]c2cc(C(=O)N3CC=C(c4ccccc4)CC3)ccc2c1=O	8	671	5	14	1	0%	.	.	.	-0.8%	10%	4%
COc1ccc(-n2nnnc2/C(=C/N(C)C)C(=O)c2ccccc2)cc1	-14	767	.	.	.	.	i	0.6	0.2%	.	3%	.
Cc1cc(OCC(=O)Nc2ccncc2)ccc1[N+](=O)[O-]	-8	633	1	10	1.1	1%	i	0.7	0.3%	-0.2%	1%	10%
CCNc1nc(N)nc(-c2cc(Cl)ccc2O)n1	.	.	41	-3	1.1	6%	i	0.0	0.1%	-8.7%	-3%	8%
COc1cc(/C=C/C(=O)c2ccc(Cl)s2)cc(OC)c1O	5	782	14	22	0.7	12%	i	3.3	1.3%	-1.7%	11%	5%
CN1CCCC1=Nc1c2c(nc3ccccc13)N(C)CC2	3	632	-10	-9	1	-10%	i	0.4	0.2%	2.2%	7%	-10%
COc1ccccc1CN1CCN(C(CC(C)C)c2nnnn2Cc2cccs2)CC1 (stereo unspecified)	-86	590	12	20	1	-3%	i	1.3	2.6%	-0.3%	3%	-10%
CCOC(=O)c1nnn(CC(=O)Nc2cccc(F)c2)c1C(=O)OCC	-1	784	4	19	1.1	-12%	i	2.1	0.9%	-0.9%	6%	-7%
CCCN(CCC)S(=O)(=O)c1cccc(-c2csc(C)n2)c1	-11	737	.	.	.	.	i	0.4	-0.1%	.	1%	.
N#C/C(=C(/O)COC(=O)CSc1ccc(Cl)cc1)c1nc2ccccc2[nH]1	11	639	10	14	1.4	4%	+	0.8*	1.2%[50 µM]	12%	-2%	12%
O=C(COc1ccc(Cl)cc1Cl)NCCCCc1ccccc1	.	.	76*	44*	1.1	20%	i	4.4	i	-2.7%	1%	18%
C=CCNC(=O)c1ccc(-n2cccc2)cc1	0	683	-13	7	1.1	-8%	i	0.3	0.1%	.	1%	-5%
CCC(C)(C(=O)Nc1ccccc1C)N(C(=O)CNC(C)=O)c1ccccc1C (stereo unspecified)	6	695	-10	-10	1.2	11%	i	0.7	-3.4%	-4.0%	5%	9%
O=C(CSc1nnc(CNC(=O)c2ccccc2F)o1)NCC1CCCO1 (stereo unspecified)	-3	790	7	13	1.1	6%	i	0.7	2.0%	4.3%	6%	0%
Cc1cc(=O)[nH]c(SCC(=O)N2CCC(C(N)=O)CC2)n1	4	806	-8	-24	1	14%	i	5.2	1.4%	0.6%	8%	7%
COC(=O)C1SCC2C(=O)N(Cc3ccc(Cl)c(Cl)c3)CC(=O)N21 (stereo unspecified)	8	702	4	-2	1	10%	i	0.1	0.0%	.	-1%	10%
Cc1cc(C)n(Cc2ccc(Cl)c(Cl)c2)c(=O)c1S(=O)(=O)c1ccccc1	2	631	3	10	1.1	11%	i	1.2	-0.1%	-0.2%	-1%	12%
CCOC(=O)N/N=C/c1c(C)nn(-c2cccc(C(F)(F)F)c2)c1Cl	-2	527	24	-9	1	24%	?	.	5.6%	-1.5%	0%	5%
CCc1ccc2c(c1)c1nc(C)sc1n2CC	.	.	0	1	1.1	25%	i	0.6	-0.1%	-0.2%	7%	55%*
O=C1OC(c2ccc(Br)cc2)=N/C1=C\c1ccco1	2	671	9	-9	1	-18%	i	0.2	.	-1.0%	-6%	5%
CCn1c(=O)c(=O)[nH]c2cc(C(=O)N3CCN(c4ccccc4F)CC3)ccc21	-21	707	16	14	1.2	9%	i	0.5	8.0%	.	8%	7%

Grouped by structure: the compounds so far containing bromine
SMILES	Lipid droplet	Lipid droplet cells 6.5 µM	WT yeast gro inh	WT yeast gro inh mutant strain	TNAP activators	human PMI inhibition	Myeloid diff MLP	Myeloid diff MLP GFP+ MAC1+ %	UTI89 phage lysis	ER stress rescue	P. falciparum M1AAP	PMI inhibition
O=C(c1cc(-c2ccncc2)nc2ccc(Br)cc12)N1CCN(Cc2ccc3c(c2)OCO3)CC1	.	.	18	6	1	-1%	i	0.5	2.6%	-1.2%	11%	0%
Cc1nnc(SCC(=O)Nc2ccc(Br)cn2)[nH]c1=O	-6	589	-9	-7	1	11%	i	3.6	-0.2%	-2.8%	2%	8%
O=C1OC(c2ccc(Br)cc2)=N/C1=C\c1ccco1	2	671	9	-9	1	-18%	i	0.2	.	-1.0%	-6%	5%
